# Screens from PubChem.
# Rin1-Abl PPI inh: human Rin1-Abl interaction inhibition | TR-FRET Rin1/Abl binding, biochemical | inhibition, % at 7.35 µM | actives 0.4% (n = 360,000); in the data active = inhibition above about 5%, passing the limit was not always enough
# FAS TE block: FAS thioesterase (human) inhibition | P49327 | recombinant FAS-TE, OMFH fluorogenic substrate, fluorescence endpoint | inhibition, % at 15 µM | actives 0.67% (n = 360,000) | AID 602261;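 active = compounds whose normalised, plate-corrected inhibition of enzyme fluorescence in the single-dose primary screen is 50% or more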;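 note: 0% = DMSO with enzyme and 100% = substrate without enzyme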
# eLon inh: inhibitors of E. coli Lon protease; purified E. coli Lon protease, fluorescence polarization; actives 0.42% (n = 360,000); inhibition, % at 7.94 µM; AID 602123; in the data active = inhibition above about 13%, passing the limit was not always enough;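 note: 0% = enzyme with probe and DMSO and 100% = no enzyme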
# CendR NRP1 mod: NRP-1/CendR interaction modulation; O14786; FAM-RPARPAR peptide binding to NRP-1, fluorescence polarization; inhibition, % at 25 µM; AID 602438; actives 0.85% (n = 360,000);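 active = inhibition or corrected inhibition above about 18%, plus a signal ratio from 0.5 to 1.5, limit read from the data, passing the limit was not always enough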; note: strong numbers were not always called active
# MsrA act: activates bovine MsrA enzyme; purified bovine MsrA, absorbance read-out; activation, % at 10.6 µM; AID 602163; actives 0.3% (n = 360,000); in the data active = activation above about 7.5%;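 note: 0% = vehicle and 100% = reference activator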
# MT1-MMP act inh: blocks activation of human MT1-MMP. P50281. HT1080 RFP-PRO-GFP cells, GFP/RFP ratio fluorescence, overnight; percent of plate control window, DMSO zero. GFP/RFP ratio change, % at 20 µM. actives 0.061% (n = 360,000). AID 651647;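 active = GFP/RFP ratio change of at least 30% with cell ATP level not reduced by more than half and red fluorescence within 50% of control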; note: strong numbers were not always called active
#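 Test system: HT1080 RFP-PRO-GFP cells; Benchmarks: DMSO and RFP-L50D-GFP cell wells; Timing: cells overnight before dosing, compound overnight, 37 °C, 5% CO2; Compound: one 20 µM compound dose with 1% DMSO; Read-out: GFP/RFP fluorescence ratio.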
# SKN-1 block: C. elegans SKN-1 inhibition | C. elegans VP596 Pgst-4::GFP/RFP ratio, acrylamide-induced, 24 h | inhibition, % at 21.8 µM | actives 0.49% (n = 360,000) | AID 624304;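 active = interference check ratio from 0.5 to 1.5 plus GFP to RFP signal ratio inhibition reaching or exceeding a fixed threshold, cut at about 30% in these data, passing the limit was not always enough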; note: some compounds called inactive have numbers as strong as hits
# Neddyl block: blocks human cullin neddylation; P61081+Q13564; TR-FRET cullin neddylation, biochemical; calls only at 25 µM; actives 0.58% (n = 360,000); in the data active = inhibition above about 36%
# PABP1 MLLE inh: inhibitors of microRNA-mediated deadenylation, human PABP1 MLLE binding. P11940. GST-MLLE / FITC-PAM2 fluorescence polarization. actives 0.36% (n = 360,000). inhibition, % at 20 µM; in the data active = inhibition above about 35%, passing the limit was not always enough;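 note: plate controls were DMSO wells with GST-MLLE for no effect and wells lacking GST-MLLE protein for full effect; some results filed as inactive read as strong as hits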
# Target sequence (P11940 whole entry, looked up): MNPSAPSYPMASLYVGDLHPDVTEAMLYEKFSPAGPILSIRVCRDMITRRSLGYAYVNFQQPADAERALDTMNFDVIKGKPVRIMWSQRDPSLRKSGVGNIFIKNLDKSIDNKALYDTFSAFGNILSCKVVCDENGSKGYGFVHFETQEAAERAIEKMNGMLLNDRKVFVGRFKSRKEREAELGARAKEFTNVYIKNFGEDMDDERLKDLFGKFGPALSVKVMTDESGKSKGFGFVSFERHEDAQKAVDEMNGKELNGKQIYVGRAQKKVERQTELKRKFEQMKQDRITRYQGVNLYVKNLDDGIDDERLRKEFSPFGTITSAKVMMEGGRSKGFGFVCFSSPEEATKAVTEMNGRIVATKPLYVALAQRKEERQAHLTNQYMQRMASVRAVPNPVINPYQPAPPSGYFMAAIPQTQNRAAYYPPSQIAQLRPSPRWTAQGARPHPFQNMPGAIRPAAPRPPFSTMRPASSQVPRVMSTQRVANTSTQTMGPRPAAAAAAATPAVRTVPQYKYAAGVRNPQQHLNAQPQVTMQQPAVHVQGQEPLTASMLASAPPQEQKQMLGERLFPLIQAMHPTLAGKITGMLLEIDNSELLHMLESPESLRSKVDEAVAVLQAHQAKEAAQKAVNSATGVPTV
# * hit, by the source's call; i = inactive; . = no result given; & = joins results of further samples.
# Screens in order – Rin1-Abl PPI inh | eLon inh | MT1-MMP act inh | Neddyl block | PABP1 MLLE inh | MsrA act | FAS TE block | SKN-1 block | CendR NRP1 mod
O=C(CCC(=O)OCC(=O)c1ccc(Br)cc1)NC1CCCCC1
→ -1.0 | 6.4 | -4.1 | i | -1.5 | -0.2 | 0.4 | 22.6 | -1.2
C/C(=N\N1CCN(Cc2ccc(C)cc2)CC1)c1ccco1
→ -4.3 | -5.0 | 2.7 | i | -0.6 | -5.9 | -7.7 | 2.8 | -3.0
CN(c1ccccc1)S(=O)(=O)c1ccc(C(=O)N2CCN(c3ccccc3)CC2)cc1
→ -0.3 | 1.6 | 5.5 | i | 6.0 | -1.1 | -10.3 | 8.0 | -4.5
COc1cc2ccccc2cc1C(=O)NC1CCCC1
→ -0.4 | 2.7 | 2.1 | i | -4.2 | 1.0 | 3.5 | -1.8 | 11.7
Cc1cc(C)nc(NC(=O)CSc2nc3ccccc3s2)n1
→ 0.6 | -7.6 | 0.2 | i | 2.9 | -7.0 | -5.6 | -5.1 | 4.5
Cc1ccc(C(=O)NCc2ccc(F)cc2)s1
→ -1.7 | 3.6 | -1.6 | i | 7.3 | 2.6 | -4.9 | 21.4 | -0.3
C=CCNc1ncnc2c1cnn2-c1ccc(Cl)cc1
→ 1.8 | -0.1 | 1.3 | i | 5.5 | -1.4 | 3.7 | 7.7 | -0.5
CCc1nnc(NC(=O)CSc2nnc(Cc3cc(=O)[nH]c(=O)[nH]3)n2-c2cccc(OC)c2)s1
→ 0.6 | 5.4 | 0.8 | i | 8.6 | -2.3 | -7.5 | 1.3 | 1.3
CCCNC(=O)C1(C)CCN(C(=O)c2ccc3sccc3c2)C1 (centres undefined)
→ 1.7 | 2.4 | 0.3 | i | 4.1 | -2.0 | -5.9 | 14.3 | 11.2
CCOc1ccc2ccccc2c1C1NC(=O)N(C)C(C)=C1C(=O)OCCOC (centres undefined)
→ -1.9 | 4.0 | -2.8 | i | 3.5 | -7.6 | -3.5 | -17.6 | 4.4

# Next part; the last four above are carried over.
# Screens in order – Rin1-Abl PPI inh | eLon inh | MT1-MMP act inh | Neddyl block | PABP1 MLLE inh | MsrA act | FAS TE block | SKN-1 block | CendR NRP1 mod
C=CCNc1ncnc2c1cnn2-c1ccc(Cl)cc1
→ 1.8 | -0.1 | 1.3 | i | 5.5 | -1.4 | 3.7 | 7.7 | -0.5
CCc1nnc(NC(=O)CSc2nnc(Cc3cc(=O)[nH]c(=O)[nH]3)n2-c2cccc(OC)c2)s1
→ 0.6 | 5.4 | 0.8 | i | 8.6 | -2.3 | -7.5 | 1.3 | 1.3
CCCNC(=O)C1(C)CCN(C(=O)c2ccc3sccc3c2)C1 (centres undefined)
→ 1.7 | 2.4 | 0.3 | i | 4.1 | -2.0 | -5.9 | 14.3 | 11.2
CCOc1ccc2ccccc2c1C1NC(=O)N(C)C(C)=C1C(=O)OCCOC (centres undefined)
→ -1.9 | 4.0 | -2.8 | i | 3.5 | -7.6 | -3.5 | -17.6 | 4.4
C=CCNC(=O)N1C2=NC(C(=O)OC)=C(C(=O)OC)[C@@H]3N(Cc4ccccc4)c4ccccc4[C@]23C[C@H]1C(=O)OC
→ 3.2 | 7.5 | 3.8 | i | -2.3 | -1.3 | 6.0 | 5.2 | 22.0
N=c1n(-c2ccccc2)c(O)cc(=O)n1-c1ccccc1
→ -0.2 | 3.3 | 1.0 | i | 13.3 | -0.9 | -4.7 | 0.3 | -1.9
CCOC(=O)CNC(=O)Nc1nnc(-c2ccc(OCC)cc2)o1
→ 1.8 | 1.7 | 3.8 | . | 4.6 | -2.5 | -7.0 | 2.0 | -0.5
CC(C)NC(=O)C(C)n1cccc1C(=O)c1ccccc1 (centres undefined)
→ 0.1 | -2.8 | 1.4 | i | 7.0 | 0.1 | -9.9 | 16.0 | 3.5
C=CCOc1ccc(CNCCc2ccc(S(N)(=O)=O)cc2)cc1
→ 5.6 | -14.3 | -1.0 | i | -4.3 | -3.4 | -10.1 | 6.5 | 10.6
CCOc1ccc(C(C)=O)cc1COC(=O)CCc1cc(OC)c(OC)c(OC)c1
→ 1.7 | 3.5 | -0.5 | i | 15.5 | -1.8 | -2.8 | 13.4 | -5.4
CC(=O)c1c[nH]c(C(=O)NCc2cccc(C(F)(F)F)c2)c1
→ 0.0 | -14.9 | 6.0 | i | -2.6 | -2.8 | -4.0 | -12.9 | 3.9
Cc1ccc(F)c([C@H]2[C@@H]3C=CCC[C@@]3(C)C(=O)N2Cc2ccccc2)c1
→ 1.2 | 5.6 | -9.8 | i | -5.9 | -9.7 | 26.8 | -9.9 | 27.6*
COC(=O)c1cn(C(C)C(=O)NCc2ccco2)c2ccccc12 (centres undefined)
→ -0.6 | 0.1 | -0.9 | i | -7.5 | -1.6 | 2.8 | -2.9 | 8.8
O=C(CN1CCN(c2ccc(F)cc2)CC1)c1ccc2c(c1)OCO2
→ 0.2 | -7.7 | 2.2 | i | 8.1 | -10.9 | -5.1 | -11.3 | -3.8
CCN(CC)CCCNC(=S)N1CCn2c(nc3ccccc32)C1
→ 2.1 | 40.1 | 6.1 | i | -31.1 | -2.9 | -9.8 | 1.1 | 6.8
Cc1cc(N2CCOCC2)nc(-c2ccc([N+](=O)[O-])cc2)n1
→ -1.7 | 6.1 | 3.8 | i | 7.6 | -6.4 | 5.9 | 7.7 | -0.6
Cc1cc(NC(=O)CCCS(=O)(=O)c2nc(-c3cccs3)cc(C(F)(F)F)n2)no1
→ 2.2 | 15.4 | -6.4 | i | 27.0 | -7.7 | 6.3 | -5.0 | 8.4
COc1ccc(S(=O)(=O)NC2CCCCC2)cc1C(=O)N1CCCCC1
→ 2.0 | -10.4 | 1.2 | i | -8.2 | -11.2 | -3.3 | -12.4 | 5.0
O=S(=O)(Nc1cccc2ncccc12)c1cccc(C(F)(F)F)c1
→ -1.4 | 0.1 | -1.9 | i | 0.3 | -3.8 | -7.8 | 7.3 | 6.3
O=C(/C=C/c1cccc(Cl)c1)Nc1ccncc1
→ -2.0 | -5.6 | -4.2 | i | -0.6 | -2.4 | -3.2 | 23.3 | 4.7
O=C(/C=C/c1cccs1)N1CCC2(CC1)Oc1ccc(F)cc1C(=O)C21CC(c2ccc(Cl)cc2)=NO1 (centres undefined)
→ 0.8 | 12.1 | 12.5 | i | 3.4 | -0.7 | 61.9* | 5.1 | 2.3
COc1ccc(CN2CCCCCC2)cc1OC
→ 3.3 | -3.2 | 5.4 | i | -7.6 | -0.5 | -4.5 | -3.4 | 14.8
COC(=O)c1ccc(NC(C)=O)o1
→ 0.8 | -5.3 | -1.9 | i | -4.3 | -5.0 | -7.3 | -15.9 | -3.7
Cc1cc(C)n2nc(SCC#N)nc2n1
→ -3.8 | 0.1 | 6.2 | i | 12.9 | -1.7 | -5.5 | 4.2 | -14.2
CC1CCCN(Cc2nc3c(c(=O)n(C)c(=O)n3C)n2Cc2c(F)cccc2Cl)C1 (centres undefined)
→ -2.0 | 1.1 | -3.2 | i | -9.8 | -2.0 | 12.8 | 0.1 | 2.1
O=C(Nc1nnc(CCN2CCCCC2)s1)c1ccc(Br)cc1
→ -1.5 | -15.2 | -0.1 | i | 11.9 | -3.3 | -1.2 | 12.9 | -8.7
CC1(C)NC(=O)N(CCCCOc2cccc(C(F)(F)F)c2)C1=O
→ 5.4 | -5.4 | 8.0 | i | -10.7 | -6.8 | -4.8 | 11.1 | 0.7
N#Cc1sc(=O)[nH]c1Cl
→ 0.4 | -6.0 | -3.6 | i | 25.2 | -2.5 | -10.6 | 0.7 | 12.4
CCCCNc1c(-c2ccc(OC)c(SC(C)CC)c2)nc2ccc(C)cn12 (centres undefined)
→ 3.3 | -6.1&-0.4 | 9.5&3.6 | . | -18.1 | -0.7&-10.0 | 27.8&30.1 | -7.6&8.9 | -4.9&-17.3
C=C1C(=O)[C@]23C[C@H]1CCC2[C@@]1(C)C(C[C@@H]3O)[C@](C)(C(=O)OC)CC[C@@H]1O (some centres undefined)
→ 4.3 | -1.7 | -1.6 | i | 25.3 | -5.5 | -8.8 | -9.7 | -2.6
Cc1nc(Nc2ccc3c(c2)OCO3)c2oc3ccccc3c2n1
→ -4.1 | 2.6 | 9.7 | . | 13.6 | -4.7 | 2.0 | 8.9 | 5.8
CC(C)CCn1c(CN(C)Cc2ccccc2)nc2c1c(=O)n(C)c(=O)n2C
→ -3.7 | -5.0 | -7.0 | i | -4.4 | -1.2 | 9.0 | 2.7 | -7.4
Cc1cc(=O)oc(C)c1C(=O)OCC(=O)c1ccc(Cl)c(Cl)c1
→ 0.9 | 1.1 | 24.6 | i | 2.7 | -9.1 | 12.3 | -4.1 | 2.7
Cc1ccc(CN(C)C(=O)C2CCN(C(=O)Nc3ccccc3)CC2)o1
→ -0.1 | 6.0 | 0.8 | i | 10.2 | -6.2 | -3.2 | -2.5 | 7.2
CN1CCC(=NNC(=O)c2ccco2)CC1
→ -3.8 | 3.8 | -3.2 | i | -12.2 | 2.4 | -3.2 | 11.1 | 36.0*
O=C(NCCc1ccc(Cl)cc1)c1cccc(NC2=NC3CS(=O)(=O)CC3S2)c1 (centres undefined)
→ 8.4* | -3.5 | 0.1 | i | -106.6 | -3.5 | -8.3 | 5.5 | 5.2
CCOP(=O)(OCC)C(C)(C)NC(=O)c1cc([N+](=O)[O-])cc([N+](=O)[O-])c1
→ -1.2 | 9.2 | 3.1 | i | 0.5 | 1.4 | -5.5 | -7.7 | -10.0
CNCc1ccccc1Sc1ccc(OC)c(OC)c1
→ 0.3 | -8.5 | -5.3 | i | 5.2 | -0.9 | -7.5 | 6.9 | 9.8
CC(=O)OC(COc1ccccc1)Cn1cnc2cc(C)c(C)cc21 (centres undefined)
→ -3.9 | 0.6 | 1.4 | i | -5.6 | -5.1 | -1.6 | 4.8 | 15.4
CC1CN(C(=O)c2ccc(Br)c(S(=O)(=O)N3CCOCC3)c2)CC(C)O1 (centres undefined)
→ 1.9 | -6.3 | -1.5 | i | 6.7 | -1.3 | -5.2 | 10.0 | -1.4
Cc1nc2ccccc2c2c1CC(C)S2 (centres undefined)
→ -5.5 | 3.3 | -1.4 | i | 12.8 | -2.9 | -0.1 | 7.7 | -0.1
CC(Nc1[nH]c(=O)n(C)c(=O)c1N=O)c1ccccc1 (centres undefined)
→ 2.5 | -0.5 | -1.6 | i | 5.7 | -6.2 | -1.5 | 5.4 | 0.9
COc1ccccc1NC(=O)COc1ccc2c(c1)OCO2
→ -0.5 | -3.4 | -1.2 | i | 10.3 | -0.3 | 0.2 | -11.3 | 1.8
Cc1noc(C)c1NC(=O)N(C)C[C@@H]1Oc2ncc(Br)cc2C(=O)N([C@@H](C)CO)C[C@@H]1C
→ -2.0 | 0.1 | 0.6 | i | 8.0 | -2.2 | -7.5 | 2.6 | -3.5

# Shown as a hit in CendR NRP1 mod, among the entries above:
Molecule	Rin1-Abl PPI inh	eLon inh	MT1-MMP act inh	Neddyl block	PABP1 MLLE inh	MsrA act	SKN-1 block	CendR NRP1 mod
Cc1ccc(F)c([C@H]2[C@@H]3C=CCC[C@@]3(C)C(=O)N2Cc2ccccc2)c1	1.2	5.6	-9.8	i	-5.9	-9.7	-9.9	27.6*
CN1CCC(=NNC(=O)c2ccco2)CC1	-3.8	3.8	-3.2	i	-12.2	2.4	11.1	36.0*

# 2 compounds picked at random from the list so far:
# Screens in order – Rin1-Abl PPI inh | eLon inh | MT1-MMP act inh | Neddyl block | PABP1 MLLE inh | MsrA act | FAS TE block | SKN-1 block | CendR NRP1 mod
Cc1nc(Nc2ccc3c(c2)OCO3)c2oc3ccccc3c2n1
→ -4.1 | 2.6 | 9.7 | . | 13.6 | -4.7 | 2.0 | 8.9 | 5.8
O=C(NCCc1ccc(Cl)cc1)c1cccc(NC2=NC3CS(=O)(=O)CC3S2)c1 (centres undefined)
→ 8.4* | -3.5 | 0.1 | i | -106.6 | -3.5 | -8.3 | 5.5 | 5.2
